Runt-SMMHC FRET = Runt domain-CBFb-SMMHC interaction inhibition. Cerulean-Runt/Venus-CBFb-SMMHC FRET ratio 530/480, 1 h. inhibition, % at 20 µM. actives 0.74% (n = 220,000). AID 1434;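 active = mean inhibition across duplicate retests at 20 µM reaching about 50%, limit read from the data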;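 also: 0% = DMSO wells and 100% = wells with excess untagged CBFb-SMMHC; inhibitors lower the FRET ratio by blocking Runt binding to CBFb-SMMHC; some results filed as inactive read as strong as hits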
Target sequence (Q01196 whole entry, looked up, the tested form may be a part): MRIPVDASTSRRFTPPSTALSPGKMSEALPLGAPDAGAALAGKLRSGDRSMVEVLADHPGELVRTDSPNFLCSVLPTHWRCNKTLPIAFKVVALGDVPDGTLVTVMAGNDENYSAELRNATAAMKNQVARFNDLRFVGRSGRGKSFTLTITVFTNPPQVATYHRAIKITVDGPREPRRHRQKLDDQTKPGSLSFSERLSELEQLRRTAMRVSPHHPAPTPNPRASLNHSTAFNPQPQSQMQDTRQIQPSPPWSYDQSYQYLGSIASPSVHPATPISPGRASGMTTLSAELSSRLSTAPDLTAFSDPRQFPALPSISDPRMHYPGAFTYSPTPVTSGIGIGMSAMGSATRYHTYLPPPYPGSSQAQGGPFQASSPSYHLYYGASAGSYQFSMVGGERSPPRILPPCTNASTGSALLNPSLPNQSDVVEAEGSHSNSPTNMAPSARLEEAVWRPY
Target sequence (Q13951 whole entry, looked up, the tested form may be a part): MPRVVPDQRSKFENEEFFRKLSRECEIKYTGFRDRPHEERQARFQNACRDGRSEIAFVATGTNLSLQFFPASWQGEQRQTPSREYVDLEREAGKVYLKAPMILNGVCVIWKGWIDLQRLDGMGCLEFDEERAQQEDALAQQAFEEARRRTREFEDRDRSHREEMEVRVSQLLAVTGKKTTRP
Runt-CBFb FRET = blocks binding of human RUNX1 Runt domain to CBFb. AID 1496. Q01196+Q13951. Cerulean-Runt/Venus-CBFb FRET ratio 530/480, 1 h. actives 0.46% (n = 220,000). inhibition, % at 20 µM;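 active = inhibition over about 50% at 20 µM in the single-dose screen, limit read from the data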;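 also: 0% = DMSO wells and 100% = excess unlabeled CBFb competitor control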
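Schedule: protein complex preformed 1 h, compound exposure 1 h, room temperature, dark; test system: Cerulean-labeled Runt domain protein; amount: 100 nM per protein; buffer or medium: Tris 50 mM pH 7.5, KCl, K2SO4, 0.01% BSA; read-out: loss of energy transfer signal; detection: FRET fluorescence; controls: 5 µM unlabeled CBFb as full-inhibition high control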
PERK inhibitor = human PERK inhibition, primary cell-based screen; CHO PERK-DD fusion, SEAP luminescence translation reporter; inhibition, % at 5.6 µM; actives 0.17% (n = 220,000); AID 1416;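 active = inhibition above the mean inhibition of all tested compounds plus 3 SD, set separately per screening campaign, cut at about 2.9% in these data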;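 also: PERK kinase domain activated by AP20187 dimerizer at 100 nM; 0% = DMSO with dimerizer and 100% = rapamycin at 8.4 µM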
PGE2 EP2 inh = blocks the human prostaglandin E2 receptor EP2; P43116; C6 glioma cells expressing human EP2, cAMP TR-FRET; cells stimulated with saturating PGE2; inhibition, % at 25 µM; AID 1422; actives 0.52% (n = 260,000);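 active = percent inhibition above 40 after rounding to a whole number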;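 also: rat C6 glioma host cells with rolipram phosphodiesterase inhibitor present; the protocol text gives 20 µM as final concentration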
TNF necrop inh = inhibitors of TNF-alpha induced necroptosis in Jurkat FADD-/- cells | actives 0.068% (n = 220,000) | Jurkat FADD-/- TNF necroptosis rescue, ATP luminescence, 24 h; 0 = TNF only, 100 = no-TNF cells | activation (protection from cell death), % at 10 µM | AID 463075;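 active = activation, meaning protection from cell death, of at least 50% relative to plate controls; inactive = activation below 50%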;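 also: necroptosis triggered by 40 ng/mL TNF-alpha added together with compound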
Hck Nef HTS = blocks Nef-activated human Hck kinase | Recombinant Hck-YEEI plus Nef, Z-Lyte FRET kinase assay | inhibition, % at 20 µM | actives 0.68% (n = 220,000) | P08631;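 active = Hck-Nef kinase inhibition above about 50%, limit read from the data; inactive = inhibition below that limit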;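 also: 0% = DMSO with Hck plus Nef and 100% = Hck alone without Nef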
EP2 modulator = modulators of human EP2 prostaglandin E2 receptor. P43116. EP2-expressing cells, cAMP HTRF FRET, PGE2 co-stimulation. induction, % at 25 µM. actives 0.83% (n = 260,000). AID 940;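 active = compounds whose cAMP rise, as percent of the full-agonist control response, exceeds 60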;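 also: rat C6 glioma line stably carrying human EP2 under a CMV promoter; the protocol text gives 20 µM as final concentration; 100% = response of wells given 1 µM PGE2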
RBBP9 inhibitor = blocks human serine hydrolase RBBP9 | recombinant RBBP9, FP-Rh probe fluorescence polarization | inhibition, % at 7.94 µM | O75884 | AID 1515 | actives 0.2% (n = 220,000);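 active = inhibition above the campaign mean of all tested compounds plus 3 SD, cut at about 14% in these data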;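 also: plate controls were DMSO wells with RBBP9 for no effect and wells lacking RBBP9 protein for full effect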
Target sequence (O75884 whole entry, looked up): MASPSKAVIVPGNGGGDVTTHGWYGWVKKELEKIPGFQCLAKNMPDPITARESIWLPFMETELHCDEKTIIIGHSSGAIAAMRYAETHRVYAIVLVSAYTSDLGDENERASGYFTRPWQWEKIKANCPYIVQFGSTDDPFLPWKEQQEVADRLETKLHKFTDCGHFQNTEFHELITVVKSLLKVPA
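Measured by: FP readout at 525/598 nm; material: recombinant human RBBP9; also added: Serine-hydrolase probe FP-Rh, 375 nM pre-mixing; medium: Tris buffer pH 8.0, NaCl, Pluronic; replication: one well per compound; doses: one concentration, 7.94 µM nominal, 0.794% DMSO; timing: preincubation 30 min plus labeling 45 min at 25 °C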
zVAD death inh = L929 zVAD cell death inhibition; L929 zVAD necroptosis rescue, ATP luminescence, 24 h; with zVAD 60 µM; viability rescue, % at 10 µM; actives 0.38% (n = 220,000); AID 1377;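 active = activation, scaled between plate controls, above about 75%, limit read from the data; inactive = activation under that limit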;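 also: 0% = zVAD with DMSO and 100% = DMSO alone without zVAD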
An asterisk follows results filed as active; . = not tested or not shown; & = joins results of further samples.

SMILES | Runt-SMMHC FRET | Runt-CBFb FRET | PERK inhibitor | PGE2 EP2 inh | TNF necrop inh | Hck Nef HTS | EP2 modulator | RBBP9 inhibitor | zVAD death inh
O=C(COc1ccc2c(c1)OCO2)Nc1ccccc1C(F)(F)F | 1 | -1 | 0.2 | 7 | -0.6 | 5 | 5 | -6 | 0.0
C=CCn1c(C)c(C(C)=O)c(N2CCN(C(c3ccccc3)c3ccccc3)CC2)nc1=S | -1 | 1 | -0.9 | 3 | -2.3 | 0 | -27 | -4 | -1.3
COc1ccc(S(=O)(=O)N2CCCC(C(F)(F)F)C2)cc1 (stereo not given) | 2 | -3 | 0.2 | 5 | 0.5 | 26 | -23 | 0 | -1.5
Cc1nn(C)c(N)c1C(O)(c1nccn1C)C(F)(F)F (stereo not given) | -2 | -1 | 0.1 | . | -0.1 | -10 | -18 | -10 | 2.1
CC(Cc1ccccc1)NC(=O)CSc1nc2nc3c(cc2c(=O)n1-c1ccccc1)COC(C)(C)C3 (stereo not given) | -2 | -2 | -1.1 | 9 | -0.6 | -1 | 6 | 4 | -0.4
Cc1cc(=O)n(C)c(=O)n1CC(=O)N1CCCCCC1 | -10 | 1 | 1.8 | 14 | -0.5 | -4 | 9 | -1 | -0.2
CC(=O)Nc1ccc(-c2cn3ccsc3n2)cc1 | 0 | -1 | 1.0 | 8 | -1.3 | 0 | -19 | -9 | 0.0
CSCCC(NC(=O)c1ccc([N+](=O)[O-])cc1Cl)C(=O)OCC(=O)NCC(F)(F)F (stereo not given) | 1 | 0 | 1.3 | 7 | 2.0 | 1 | 15 | -1 | 0.3
CN1C(=O)CS/C1=N\NC(=O)COc1cccc2cccnc12 | . | . | 0.3 | 4 | 0.9 | 20 | -2 | 2 | 7.0
Cc1cc(C)n(CCc2nc(-c3ccc(F)cc3)cs2)n1 | 3 | -2 | 0.3 | 13 | 1.6 | -7 | -60 | -10 | 0.0
CCCC(=O)c1ccc(N2CCN(C(=O)c3ccccc3)CC2)c(F)c1 | -2 | -2 | 0.0 | 13 | -8.6 | 3 | -42 | -9 | -0.2
O=C(O)C1CCCN1c1ncccc1[N+](=O)[O-] (stereo not given) | -8 | 0 | -0.3 | 7 | -1.3 | 15 | 2 | 8 | -4.0
Cc1ccccc1OCC(O)Cn1c(NCc2ccco2)nc2c1c(=O)n(C)c(=O)n2C (stereo not given) | 2 | -4 | -1.1 | 8 | -6.1 | 0 | 29 | 2 | -0.4
CC(/C=N/NC(=O)c1ccccn1)=C\c1ccco1 | 1 | 1 | 0.7 | 10 | -8.1 | 23 | -15 | -2 | -0.9
CCN1CCN(CCNC(=O)c2cn(Cc3ccccc3F)nn2)CC1 | 0 | 0 | -1.6 | 6 | 0.6 | -1 | 18 | -10 | -0.2
COc1ccccc1C(=O)N1CCN(S(=O)(=O)Cc2ccccc2)CC1 | 2 | 1 | 0.4 | 5 | 0.2 | -1 | 13 | -7 | 0.6
CCN(CC)c1ccc(N2C(=O)C3CCCCC3C2=O)cc1[N+](=O)[O-] (stereo not given) | -3 | 1 | 0.1 | 10 | 2.3 | 2 | -10 | -6 | 0.5
NC(=O)CC(NC(=O)c1ccc(Br)cc1)c1ccc(N2CCN(c3ccccn3)CC2)c([N+](=O)[O-])c1 (stereo not given) | 4 | -1 | . | 25 | -0.6 | 39 | 8 | . | 0.6
O=C(CC1CCS(=O)(=O)C1)Nc1ccc[nH]c1=O (stereo not given) | -11 | 1 | 1.6 | 1 | -1.4 | 0 | 9 | 16* | 0.1
CC(C)CNC(=O)c1ccccc1NC(=O)CCSc1ccccc1 | 5 | 2 | 0.0 | 4 | 3.9 | 6 | 10 | 0 | -0.4
CC(C)(CC(=O)O)CC(=O)NCc1c(Cl)cccc1Oc1ccccc1 | -4 | 1 | -0.2 | 12 | 4.0 | -7 | 2 | -7 | 1.5
CC(=S)c1c(C)cc2cc(C)ccn12 | 0 | 4 | 0.8 | 7 | 0.0 | 7 | 13 | -4 | 0.7
COCCN(CC(=O)NCc1ccccc1)C(=O)CCC(=O)Nc1ccccn1 | 11 | -1 | 0.4 | 8 | -0.8 | -2 | 8 | -6 | 0.0
Cc1nn(-c2ccccc2)c(Cl)c1/C=N/NC(=O)c1cccc(S(=O)(=O)N2CCCC2)c1 | 1 | -4 | 0.4 | 5 | 1.2 | 1 | 12 | -5 | 1.3
CCN(CC)C(=O)CSC(=Nc1ccccc1F)NC#N | -2 | 6 | 0.0 | 12 | -2.2 | 0 | 20 | -3 | 5.5

No new results follow: entries from further up.
SMILES | Runt-SMMHC FRET | Runt-CBFb FRET | PERK inhibitor | PGE2 EP2 inh | TNF necrop inh | Hck Nef HTS | EP2 modulator | RBBP9 inhibitor | zVAD death inh
O=C(COc1ccc2c(c1)OCO2)Nc1ccccc1C(F)(F)F | 1 | -1 | 0.2 | 7 | -0.6 | 5 | 5 | -6 | 0.0
C=CCn1c(C)c(C(C)=O)c(N2CCN(C(c3ccccc3)c3ccccc3)CC2)nc1=S | -1 | 1 | -0.9 | 3 | -2.3 | 0 | -27 | -4 | -1.3

Continuation:
SMILES | Runt-SMMHC FRET | Runt-CBFb FRET | PERK inhibitor | PGE2 EP2 inh | TNF necrop inh | Hck Nef HTS | EP2 modulator | RBBP9 inhibitor | zVAD death inh
COC(=O)[C@@H](N)Cc1ccc(O)cc1 | 3 | 0 | 1.0 | . | 2.6 | 9 | 23 | -4 | 2.1
O=c1c(-c2ccc([N+](=O)[O-])cc2)coc2c(O)c(O)ccc12 | 2 | 6 | 0.5 | 6 | -7.4 | 28 | -12 | -3 | 0.3
COc1ccc2cc([C@H](C)C(=O)O)ccc2c1 | 3 | -1 | 0.3 | 11&8&14 | 3.8 | -3 | 21&10&-1 | -8 | 2.4
CCOC(=O)N1CCC(NC(=O)c2cn(-c3ccc(OC)cc3)c(=O)c3ccccc23)CC1 | 0 | -1 | -1.2 | 3 | -0.2 | 0 | 17 | -7 | -0.4
C/C(=N/OC(=O)c1c(F)cccc1F)c1nccs1 | -2 | 0 | 1.1 | 0 | -1.9 | 0 | 23 | 13 | 0.0
CC(=O)Nc1ccc(C(=O)N/N=C/c2ccncc2)cc1 | -2 | . | 0.3 | 8 | 0.7 | -9 | 1 | -6 | 0.6
CC(C)c1ccc(C2CC(c3ccc(Br)cc3)=NN2C(N)=S)cc1 (stereo not given) | 5 | 1 | 1.5 | 24 | 2.0 | 0 | 22 | 4 | -0.3
COc1ccc(CCNC(=O)CC2Nc3ccccc3NC2=O)cc1OC (stereo not given) | -7 | -5 | 1.0 | 6 | -1.0 | 1 | 17 | -8 | 3.0
Fc1cccc(Cl)c1CSc1ncn[nH]1 | 1 | 3 | 0.4 | 6 | -1.5 | -1 | 5 | -6 | 0.1
CCOC(=O)c1ccc(NC(=S)Nc2cccc(C)n2)cc1 | 7 | 7 | -0.1 | 3 | 0.8 | 7 | -11 | -5 | -0.1
CC(C)(C)NC(=O)N1CCN(c2nc(-c3ccccc3)ns2)CC1 | 2 | 2 | -1.2 | 4 | -0.8 | 2 | -32 | -8 | 0.5
O=C(Nc1ccccc1N1CCOCC1)c1cccc([N+](=O)[O-])c1 | 2 | -2 | 0.7 | 10 | 1.3 | 6 | 2 | -5 | 1.4
Cc1ccc(NC(=O)c2sc3nc4c(c(-c5ccco5)c3c2N)CCC4)cc1 | -10 | 5 | -1.0 | 9 | 0.3 | 0 | 8 | 1 | 0.4
Cn1c2ccccc2c2c(C(=O)N3CCN(c4ccccc4)CC3)cn(C3CCCC3)c(=O)c21 | -5 | 3 | -1.4 | 8 | -1.4 | 1 | 20 | 3 | 1.1
Cc1oc(-c2cccc(Br)c2)[n+]([O-])c1C | -4 | 0 | 0.2 | 10 | -0.1 | 10 | 4 | 1 | 0.3
CCC(Oc1ccccc1)C(=O)Nc1ncc([N+](=O)[O-])s1 (stereo not given) | 1 | -1 | 0.6 | 7 | -1.0 | 17 | -11 | 0 | 11
CCOC(=O)N1CCC(C(=O)Nc2ccc(OCC)cc2)CC1 | 4 | 1 | 1.1 | 7 | 2.6 | -2 | 3 | -4 | 1.2
CCOc1ccc(C=O)cc1CN1CCCCC1 | 0 | -2 | 1.4 | 5 | -0.6 | -22 | -5 | -1 | -0.8
O=C(Nc1nccs1)c1ccc(NC(=O)C2CC=CCC2C(=O)O)cc1 (stereo not given) | 2 | -2 | 0.8 | 4 | 0.5 | 32 | 6 | -4 | 2.5
CCCc1cnc(N2CCN(S(C)(=O)=O)CC2)nc1 | 4 | 1 | 0.2 | 7 | 1.1 | 8 | -4 | 0 | 0.9
CC(NC(=O)c1ccco1)c1ccc2c(c1)OCCO2 (stereo not given) | -8 | -6 | 0.2 | 5 | 0.7 | 14 | -7 | -5 | -0.5
CCCN1CCN(C(=S)Nc2ccc(SC(F)F)cc2)CC1 | 1 | 0 | 0.8 | 10 | 0.8 | 26 | -31 | 3 | 3.4
COc1ccc(Oc2c(Cl)cnn(-c3ccccc3)c2=O)cc1 | -3 | -2 | 0.4 | . | -9.4 | 2 | 22 | -3 | -0.7
Cc1ccc(NS(=O)(=O)c2ccc(Br)s2)cc1S(=O)(=O)N1CCOCC1 | -3 | 0 | 0.3 | 5 | 1.1 | 12 | 10 | -2 | 0.8
Cc1ccc(C2C3=C(CC(C)(C)CC3=O)Nc3onc(C)c32)cc1 (stereo not given) | 6 | 2 | -0.5 | 11 | -3.0 | 6 | 9 | -2 | -0.1

Following part.
SMILES | Runt-SMMHC FRET | Runt-CBFb FRET | PERK inhibitor | PGE2 EP2 inh | TNF necrop inh | Hck Nef HTS | EP2 modulator | RBBP9 inhibitor | zVAD death inh
O=C(Nc1ccccc1-c1nc2ccccc2s1)c1ccco1 | 1 | -2 | -0.9 | 21 | -0.4 | 3 | 57 | -14 | 2.8
c1ccc(-n2ncc3c(NCCCN4CCOCC4)ncnc32)cc1 | -6 | 0 | -0.1 | 9 | -0.4 | 2 | 6 | -4 | 0.2
COc1cc(NC(=O)c2ccco2)c(C(=O)OCC(=O)Nc2ncc(Cl)cc2Cl)cc1OC | -1 | 4 | -0.3 | 10 | 1.2 | 11 | 3 | 0 | -0.4
COc1ccc(/C=C2/S/C(=N/N=C3\CC4CCC3(C)C4(C)C)NC2=O)cc1 (stereo not given) | 3 | -5 | 1.1 | . | 0.1 | 1 | -42 | -6 | 1.4
Cc1cccc(-n2cc(C(=O)O)c(=O)cc2C)c1 | 0 | 1 | 0.5 | 16 | -0.7 | 18 | 2 | 0 | 2.5
COc1ccc(OC)c(NC(=O)c2ccc(OC3CSC3)cc2)c1 | 0 | -1 | 0.1 | 11 | 1.0 | 7 | -36 | -9 | 1.2
OC[C@@H]1CCCN1Cc1cn(-c2ccccc2)nc1-c1ccc2c(c1)OCO2 | 0 | 2 | -0.2 | -2 | 1.4 | -5 | -36 | -9 | 0.1
O=C(NN=C1CCN(Cc2ccccc2)CC1)c1ccccc1O | 3 | -1 | -0.4 | 2 | -0.3 | 9 | -17 | 1 | 0.5

Screening data as filed in PubChem.

These rows are one share of the data; count on the stated rates, not on these rows.
